MrgX1 antag = human MrgX1 receptor antagonism, primary screen. Q96LB2. actives 1.3% (n = 310,000). MRGX1-HEK293 calcium flux, Fluo-4, BAM8-22 antagonism; hits give low values. B-score at 10 µM;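 active = calcium-response B-score plate-corrected more than 3 library SD below zero, starting fluorescence within 5 deviations, no agonist response on first addition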;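 also: peak minus trough fluorescence over baseline after final BAM8-22 challenge near maximal dose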
Target sequence (Q96LB2 whole entry, looked up): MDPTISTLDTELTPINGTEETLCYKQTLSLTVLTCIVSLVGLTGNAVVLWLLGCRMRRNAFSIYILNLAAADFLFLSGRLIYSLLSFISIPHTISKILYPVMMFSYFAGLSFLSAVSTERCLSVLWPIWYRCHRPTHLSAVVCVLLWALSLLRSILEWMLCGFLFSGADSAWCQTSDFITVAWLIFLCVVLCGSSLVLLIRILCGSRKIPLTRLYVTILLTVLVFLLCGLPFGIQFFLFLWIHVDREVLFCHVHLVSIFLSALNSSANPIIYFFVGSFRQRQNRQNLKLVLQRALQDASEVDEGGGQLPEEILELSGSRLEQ
MrgX1 allo act = human MrgX1 positive allosteric modulation, primary screen; MrgX1-HEK293, Fluo-4 calcium flux, FDSS; hits give high values; Q96LB2; B-score at 10 µM; actives 0.63% (n = 310,000); AID 588675;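 active = plate-corrected calcium response at least 3 library SD above typical, normal starting fluorescence, not activating the receptor alone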;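 also: compound read alongside a low EC10 to EC30 dose of BAM8-22 agonist; peak minus trough fluorescence over baseline measured at the second addition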
TRPC4 block = TRPC4 (mouse) channel inhibition | Q9QUQ5 | HEK293 TRPC4beta/mu-opioid, DAMGO-evoked Fluo4 calcium flux; hits give low values | B-score at 10 µM | actives 0.39% (n = 300,000) | AID 2247;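 active = B-score over 3 SD under the library average, no early fluorescence shift, positive overall ratio signal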
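Assay system – HEK293 line stably carrying TRPC4beta and mu-opioid receptor · Doses – single dose · Detection – Fluo4 calcium-dye fluorescence, kinetic read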
TRPC6 inh = blocks the mouse TRPC6 cation channel; actives 1.1% (n = 310,000); HEK293-TRPC6, membrane potential dye, ACh-evoked depolarization; hits give low values; Q61143; B-score at 10 µM; AID 2553;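 active = B-score under library mean minus 3 SD, initial fluorescence not abnormally high, positive integrated signal ratio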;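 also: B-score derived from integrated fluorescence ratio over the kinetic read; more negative B-score means stronger inhibition of depolarization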
RGS4 act = potentiators or activators of RGS4; HEK293 M3R/inducible RGS4, carbachol calcium flux Fluo4; hits give low values; actives 0.92% (n = 310,000); B-score at 10 µM; AID 463111;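 active = B-score of the integrated calcium signal more than 4 SD below the library mean, with starting fluorescence not abnormally high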;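 also: negative B-score means reduced calcium response which marks RGS4 activation or potentiation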
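Reagent: ECmax carbachol challenge; Test system: M3R-expressing HEK293 line, RGS4 induced by doxycycline; Schedule: overnight RGS4 induction, 30 min dye load 37 °C, 20 min compound RT; Detection: calcium dye Fluo4 fluorescence; Read-out: Agonist-evoked peak-minus-minimum fluorescence over baseline, integrated ratio, B score.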
TRPC6 activator = activators of mouse TRPC6 channel; HEK293-TRPC6 membrane potential dye fluorescence; hits give high values; B-score at 10 µM; actives 0.13% (n = 310,000); AID 2550;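 active = B-score of the integrated fluorescence ratio above library mean plus 3 SD, and starting fluorescence ratio within library mean plus 5 SD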;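 also: higher score means more depolarization so channel activation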
MrgX1 agonist = activates human MrgX1 receptor signaling; MrgX1-HEK293 cells, Fluo-4 calcium fluorescence, agonist mode; hits give high values; AID 588627; B-score at 10 µM; actives 0.44% (n = 310,000);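 active = calcium response B-score plate-corrected fluorescence ratio at least 3 library SD, with starting fluorescence B-score inside 5 SD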
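Test system: Stable human MrgX1 HEK293 cell line | Schedule: Overnight plating before 1 h dye loading | Read-out basis: Baseline-normalised fluorescence change ratio, B-scored | Detection: Kinetic calcium dye fluorescence, Fluo-4 NW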
Platelet DG rel = modulates dense granule release in human platelets. inhibition, %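 (compounds screened at 7.5 µM in platelet-rich plasma)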. human platelet-rich plasma, SFLLRN dense granule ATP release, luminescence. actives 0.22% (n = 300,000);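 active = mean replicate score, as percent of positive control, at or above 50; inconclusive = mean below 50 but at least one replicate at or above 50; inactive = mean and every replicate below 50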
RGS4 inh = inhibitors of human RGS4. HEK293 M3R/RGS4 inducible, Fluo-4 calcium flux; hits give high values; triggered by carbachol at its EC20. B-score at 10 µM. actives 0.45% (n = 310,000). P49798. AID 463165;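 active = B-score, a plate-corrected calcium signal, over three deviations above library mean, with baseline fluorescence within five deviations of library mean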;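 also: RGS4 expression induced by doxycycline in cells with stable M3 receptor; B-score is computed from the integrated fluorescence ratio over baseline after carbachol; higher B-score means a larger calcium signal and so more RGS4 inhibition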
Target sequence (P49798 whole entry, looked up): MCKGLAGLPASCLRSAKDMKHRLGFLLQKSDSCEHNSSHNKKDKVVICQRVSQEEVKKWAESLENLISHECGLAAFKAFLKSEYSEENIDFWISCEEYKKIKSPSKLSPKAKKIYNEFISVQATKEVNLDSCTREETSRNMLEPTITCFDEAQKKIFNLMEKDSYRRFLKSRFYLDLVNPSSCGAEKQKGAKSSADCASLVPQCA
HIF act = HIF pathway transcriptional activation | U2OS HRE-luciferase reporter, luminescence; normalized: DMSO 0%, desferrioxamine 100% | activation, % at 7.5 µM (by protocol) | actives 0.32% (n = 300,000) | AID 1910;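 active = mean activation of at least 10% of the iron chelator positive control signal, with at least half of replicates also reaching 10%; inconclusive = mean and replicate majority disagree about reaching 10%; inactive = mean and most replicates under 10%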
SKKanGAS inh = SKKanGAS growth inhibition; S. pyogenes SKKanGAS, kanamycin growth, BacTiter-Glo, 6 h; inhibition, % at 7.5 µM; actives 1.3% (n = 300,000); AID 1662;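 active = mean replicate score, as percent of positive control median, at least 50; inconclusive = mean below 50 but one replicate at or above 50; inactive = mean and every replicate below 50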;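 also: strain carries kanamycin resistance gene driven by streptokinase promoter and grows in 40 µg/ml kanamycin; loss of luminescence reflects streptokinase promoter inhibition or plain growth inhibition; 0% = median of DMSO wells and 100% = positive control at its reference dose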
* = called active by the depositor; i = inactive; ? = inconclusive; · = no result given. Random draw from the library (roughly 6.1% active in at least one column).

SMILES	MrgX1 antag	MrgX1 allo act	TRPC4 block	TRPC6 inh	RGS4 act	TRPC6 activator	MrgX1 agonist	Platelet DG rel	RGS4 inh	HIF act	SKKanGAS inh
Cc1c(C(=O)NCc2cccnc2)oc2ccc(S(=O)(=O)N3CCCC(C)C3)cc12 (configuration not stated)	i	i	i	i	i	i	i	-13	i	-1.2	-8
COc1ccc(/C=C2/SC(=O)N(CC(=O)Nc3cc(C)on3)C2=O)cc1OC	i	i	i	i	i	i	i	0	i	-0.2	-8
Cc1ccc(N(CCCCN2C(=O)c3ccccc3C2=O)C(=O)c2cccs2)cc1	i	i	i	i	i	i	i	-3	i	-0.4	8
N#Cc1cccc(CSc2ncnc(N)n2)c1	i	i	i	i	i	i	i	-17	i	-8.9	-2
CCC(=O)N(CCC1(C(C)C)CCOC(C)(C)C1)C(C)c1cccs1 (configuration not stated)	i	i	i	i	i	i	i	7	i	-0.1	7
COc1ccc(-c2nc(SCC(=O)NCc3ccco3)c(-c3ccccc3)[nH]2)cc1OC	i	i	i	i	i	i	i	4	i	0.5	10
CCOC(=O)N1CCN(C(=O)CSc2nc(=O)n3ccc(C)cc3n2)CC1	i	i	i	i	i	i	i	3	i	0.1	-8
Cc1nn(-c2nnc(C)c(=O)[nH]2)c(C)c1SCC(=O)Nc1ccc(C(C)C)cc1	i	i	i	i	i	i	i	7	i	-0.4	19
Cc1ccc(NC(=O)CN(C)C(=O)CSc2nnc(C(F)(F)F)n2C)cc1	i	i	i	i	i	i	i	2	i	0.2	5
CCS(=O)(=O)NCCc1csc(-c2cccnc2)n1	i	i	i	i	i	i	i	-3	i	0.2	-3
COc1ccc(CCNC(=O)CS(=O)Cc2nc(-c3ccccc3F)oc2C)cc1OC (configuration not stated)	i	i	i	i	i	i	i	-4	i	-0.3	-5
Cc1cc(C(=O)CSc2nnc(Nc3ccccc3)s2)c(C)n1CC1CCCO1 (configuration not stated)	i	i	i	i	i	i	i	1	i	1.8	-9
Cc1cc(C)cc(SCc2noc(C(=O)NCCN(C)C)c2C(=O)NCCN(C)C)c1	i	i	i	i	i	i	i	-1	i	0.6	-1
CCOC(=O)C1C(C(=O)OCC)C1(c1ccccc1)c1ccccc1 (configuration not stated)	i	i	i	i	i	i	i	12	i	-0.4	7
CC(=O)NC(CC(C)C)C(=O)NC(Cc1ccccc1)C(N)=O (configuration not stated)	·	·	i	i	i	i	·	-1	i	0.9	10
O=C(O)CC(Sc1n[nH]c(=S)s1)C(=O)O (configuration not stated)	i	i	i	i	i	i	i	·	i	·	2
O=C(c1ccccc1/S(=N/S(=O)(=O)c1ccccc1)N1CCOCC1)N1CCOCC1 (configuration not stated)	i	i	i	i	i	i	i	-5	i	-0.2	-1
COC(=O)CCCC1=CC2=CC(=O)C(C)(OC(=O)c3cccs3)C(=O)C2=CN1CCc1c[nH]c2ccccc12 (configuration not stated)	i	i	i	i	i	i	i	1	i	-0.4	3
O=C(CCCn1c(=O)[nH]c2cc(Cl)ccc2c1=O)NCCCN1CCCC1=O	i	i	i	i	i	i	i	-2	i	-0.3	-2
COc1cccc(CN(C)C(=O)c2cc(-c3cccs3)nc3ccccc23)c1	i	i	i	i	-9.1*	i	i	-6	i	-0.1	3
O=C(CSc1nc(-c2ccccc2)c(-c2ccccc2)o1)NCCCO	i	i	i	i	i	i	i	-14	i	1.2	-12
CCN(CC)c1ccc(NC(=O)CCCCC(=O)Nc2ccc(N(CC)CC)cc2)cc1	i	i	i	i	i	i	i	-15	i	-2.6	-4
CC(C)(C)c1ccc(C(=O)Nc2ccc(S(=O)(=O)Nc3cnc4ccccc4n3)cc2)cc1	i	i	i	i	i	i	i	2	i	0.0	39
O=C(O)c1ccc2noc(-c3ccccc3)c2c1	i	i	i	i	i	i	i	-1	i	2.4	1
COCCN(C(=O)CNC(=O)c1ccco1)C(C(=O)NC1CCCC1)c1ccc(OC)cc1 (configuration not stated)	i	i	i	i	i	i	i	-6	i	-0.4	2
C/C(=N\NC(=O)CNc1cccc(Cl)c1C)c1cccs1	i	i	i	i	i	i	i	10	i	0.3	-6
CC(CSc1nnnn1-c1ccccc1)Cn1c(N2CCN(C)CC2)nc2c1c(=O)[nH]c(=O)n2C (configuration not stated)	i	i	i	i	i	i	i	0	i	0.1	-3
CC(=O)Nc1ccc(S(=O)(=O)N2CCCC2C(=O)Nc2ccc(F)cc2)cc1 (configuration not stated)	i	i	i	i	i	i	i	5	i	-0.2	-7
Cc1cccc(NS(=O)(=O)c2ccc(C(=O)NCC3CCCO3)cc2)c1C (configuration not stated)	i	i	i	i	i	i	i	47	i	-0.6	-4
Cc1cc2ncc(S(=O)(=O)c3ccccc3)c(N)n2n1	i	i	i	i	i	i	i	0	i	0.4	5
Cc1ccc(C(=O)NCC(=O)Nc2cc(C)ccn2)cc1	i	i	i	i	i	i	i	1	i	-4.2	-2
COc1ccccc1CNC(=O)CCCc1cn(C)c2ccccc12	i	i	i	i	i	i	i	1	i	-14	-1
CC(=O)c1ccc2c(c1)OCCOCCOc1ccccc1OCCOCCO2	i	i	i	i	i	i	i	0	i	-0.4	10
COC(=O)COc1ccc(S(=O)(=O)NCc2ccco2)cc1	i	i	i	i	i	i	i	11	i	-0.4	0
Cc1ccc(C)n1-c1ccc(C(=O)N/N=C/c2ccncc2)cc1	i	10*	i	i	i	i	i	6	i	-0.3	-1
COCCNC(=O)c1cccc(Nc2nc(-c3ccccc3)c3cc(Cl)ccc3n2)c1	i	i	i	i	i	i	i	0	i	0.1	28
Cc1ccc(-c2nc(-c3ccccn3)sc2CC(=O)O)cc1	i	i	i	i	i	i	i	1	i	-0.2	-1
CN1CCN(c2nc(NCCOC34CC5CC(CC(C5)C3)C4)nc(OCC(F)(F)F)n2)CC1	i	i	i	i	i	i	i	7	i	-4.1	4
CC(=O)n1c(C=Nc2ccc(Cl)cc2)c(O)c2ccccc21	i	i	i	i	i	i	i	5	i	0.4	-9
CC(=O)N1CCN(C(=O)c2ccc3c(c2)S(=O)(=O)c2ccccc2C3=O)CC1	i	i	i	i	i	i	i	-6	i	2.0	-1
COCCCNC(=O)CN1C(=O)/C(=C\c2ccc(C)cc2)Sc2ccccc21	i	i	i	i	i	i	i	19	i	-5.9	5
COc1ccc(C=O)cc1OS(=O)(=O)c1ccc(NC(C)=O)cc1	i	i	i	i	i	i	i	4	i	1.8	-19
CN(C)S(=O)(=O)c1cccc(NC(=O)CSc2nc3ccccc3n2-c2ccccc2)c1	i	i	i	i	i	i	i	-14	i	-0.2	9
COc1ccccc1C1NC(=O)NC(C)=C1C(C)=O (configuration not stated)	i	i	i	i	i	i	i	0	i	0.1	4
COc1ccc(C(=O)NC2CCCCCCC2)cc1OC	i	i	i	i	i	i	i	·	i	·	1
O=C(Nc1cccc2ccccc12)/C(=C\c1cccc([N+](=O)[O-])c1)NC(=O)c1cccs1	i	i	i	i	i	i	i	4	i	-0.6	6
CCNc1cc(N2CCCC2)ccc1[N+](=O)[O-]	i	i	i	i	i	i	i	2	i	·	-4
CCCCNC(=O)n1c(=O)oc2ccc(Cl)cc21	i	i	i	i	i	i	i	1	i	0.2	0
O=C(NC1CSC/C1=N\O)c1ccccc1 (configuration not stated)	i	i	i	i	i	i	i	6	i	0.0	-4
COc1ccc(N(C(C)C(=O)NCc2ccco2)S(C)(=O)=O)cc1 (configuration not stated)	i	i	i	i	i	i	i	1	i	-0.4	-1
CCCCc1nc2cc(C(=O)N3CCCC3)ccc2o1	i	i	i	i	i	i	i	15	i	2.9	-2
CCC(C)[C@H](NC(=O)NCCC1=CCCCC1)C(=O)OC (some centres not stated)	i	i	i	i	i	i	i	2	i	-0.5	9
Cc1cc(C(=O)N/N=C/c2cccc(Cl)c2Cl)no1	i	i	i	i	i	i	i	-2	i	-27	16
CCC1C(=O)C(C)(C)C(=O)OC1c1ccc([N+](=O)[O-])cc1 (configuration not stated)	i	i	i	i	i	i	i	1	i	0.7	10
O=c1c2cnn(-c3ccc(F)cc3)c2ncn1Cc1ccccc1	i	i	i	i	i	i	i	-25	i	-0.1	-3
Cc1cc(C(=O)CSc2nnc(-c3ccccc3)n2Cc2ccc3c(c2)OCO3)c(C)n1C	i	i	i	i	i	i	i	4	i	0.2	10
COc1ccc(-c2c(-c3cccc(C)c3)oc3ccc(-c4ccc5c(c4)OCO5)cc23)cn1	i	i	i	i	i	i	i	-5	i	-0.1	2
COc1cc(NC(=O)CSc2nnc3ccc(-c4cccnc4)nn23)cc(OC)c1	i	i	i	i	i	i	i	4	i	0.4	8
COc1cccc(CNC(=O)CCCCCNC(=O)N2CCn3c2nc2ccccc23)c1	i	i	i	i	i	i	i	3	i	-0.2	-3
COc1cc2c(cc1[N+](=O)[O-])n(C(C)C)c(=O)n2C(C)C	i	i	i	i	i	i	i	-6	4.8*	-0.3	-2

Limited to MrgX1 allo act, for 2 of the compounds above:
structure	MrgX1 allo act
O=C(NC1CSC/C1=N\O)c1ccccc1 (configuration not stated)	i
COc1ccc(N(C(C)C(=O)NCc2ccco2)S(C)(=O)=O)cc1 (configuration not stated)	i

(further entries)
SMILES	MrgX1 antag	MrgX1 allo act	TRPC4 block	TRPC6 inh	RGS4 act	TRPC6 activator	MrgX1 agonist	Platelet DG rel	RGS4 inh	HIF act	SKKanGAS inh
O=C(CSc1nnc(NC(=O)C2CC2)s1)Nc1ccc(F)cc1F	i	i	i	i	i	i	i	0	i	0.1	27
Cc1ccn2cc(CCNC(=O)Cc3cccs3)nc2c1	i	i	i	i	i	i	i	-2	i	0.5	-3
CSc1nc(-c2ccccc2)c(C#N)c(=O)n1C	i	i	i	i	i	i	i	-3	i	-0.2	0
O=[N+]([O-])c1nn(-c2ccc(Cl)cc2)n(O)c1=NCc1ccncc1	i	i	i	i	i	i	i	-4	i	0.5	0
CN(C)/C=N/c1sc2c(c1C(N)=O)CCCC2	i	i	i	i	i	i	i	12	i	-0.4	-7
Cc1ccccc1CCNC(=O)C1CCN(S(=O)(=O)c2ccc(-n3cnnn3)cc2)CC1	·	·	i	i	i	i	·	?	i	0.1	1

Compound activity as filed in PubChem BioAssay.
